15-hLO inh = inhibitors of human 15-lipoxygenase (ALOX15); P16050; purified 15hLO-1, xylenol orange hydroperoxide absorbance; Potency, µM (highest dose often 57.1 µM), inactives show top-dose activity change, negative = inhibition, most hits filed as inhibitors; 74,000 compounds, 1.4% hits; further: potency means the concentration at half of the fitted maximal effect; on the % scale 0 is the no-effect control and ±100 the full control effect; nearly all actives have a fitted effect of over 55% in size
Target sequence (P16050 whole entry, looked up): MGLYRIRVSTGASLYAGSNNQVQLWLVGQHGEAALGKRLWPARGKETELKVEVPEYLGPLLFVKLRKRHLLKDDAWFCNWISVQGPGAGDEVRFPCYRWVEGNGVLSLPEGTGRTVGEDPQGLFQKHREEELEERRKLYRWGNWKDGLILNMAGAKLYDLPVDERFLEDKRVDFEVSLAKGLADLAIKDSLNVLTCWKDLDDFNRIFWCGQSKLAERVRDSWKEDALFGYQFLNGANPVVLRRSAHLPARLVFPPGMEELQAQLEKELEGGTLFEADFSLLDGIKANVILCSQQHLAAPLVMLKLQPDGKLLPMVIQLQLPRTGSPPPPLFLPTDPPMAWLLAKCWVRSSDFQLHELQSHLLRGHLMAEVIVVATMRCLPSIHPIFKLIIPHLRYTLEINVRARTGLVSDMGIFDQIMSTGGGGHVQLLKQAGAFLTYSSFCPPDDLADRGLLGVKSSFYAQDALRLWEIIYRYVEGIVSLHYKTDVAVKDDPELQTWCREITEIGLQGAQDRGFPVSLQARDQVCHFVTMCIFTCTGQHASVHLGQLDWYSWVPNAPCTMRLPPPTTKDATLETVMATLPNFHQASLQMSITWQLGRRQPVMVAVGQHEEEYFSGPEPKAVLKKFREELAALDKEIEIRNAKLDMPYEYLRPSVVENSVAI
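Purified human 15hLO-1 (40 nM) in 25 mM Hepes pH 7.5, 0.01% Triton X-100, preincubated 15 min RT with compound, then 50 uM arachidonic acid for 6 min. Hydroperoxide read by ferrous/xylenol orange, 30 min; 573/405 nm absorbance ratio gave progress.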
BRCT PPI green = BRCA1 BRCT-phosphoprotein interaction inhibition | P38398 | BRCA1 BRCT-phosphopeptide binding, green fluorescence polarization | Potency, µM (highest dose often 76.9 µM), inactives show top-dose activity change, negative = inhibition, hits mostly inhibitors | 75,000 compounds, 0.05% hits;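 further: potency means the concentration at half of the fitted maximal effect; plate controls were peptide without protein for full effect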
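Fluorescence polarization: His-tagged BRCT (~35 kDa BRCA1 C-terminus, 250 nM) bound to 100 nM fluorescein-labeled phosphorylated 10-aa BACH1 peptide, pH 7.3 phosphate buffer with DTT and Tween 20. Compounds incubated 12 min at room temperature; inhibition read as lowered polarization.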
A350 autofl = compounds fluorescent in Alexa 350 spectral region; Compound autofluorescence, 340/450 nm, Alexa 350 dye-equivalents; hits give high values; max dye-equivalent concentration, M; 59,000 compounds, 11% hits; AID 590; in the data active means max dye-equivalent concentration above about 10 nM; inconclusive means mostly about 1.1 nM to 9.6 nM
Hsp90 Hop PPI = changes Hsp90-Hop TPR2A binding signal, up or down; Potency, µM (top dose mostly 57 µM), for the others: at the top dose activity change, negative = inhibition; AlphaScreen TPR2A-His6 binding biotin-Hsp90 C-terminal peptide; 71,000 compounds, 0.44% hits; active means well fitted curve in either direction with a large enough effect; inconclusive means small, poorly fitted or top-dose-only effect, or another doubt; further: potency means the concentration at half of the fitted maximal effect; on the % scale 0 is the no-effect control and ±100 the full control effect; many of its hits are not listed in these tables
HBB splice mod = alters splicing of the hemoglobin beta chain. HBB splicing reporter cell assay, activation; EGFP reporter with mutant IVS2-654 intron; response scale: normalised to 500 nM splice-correcting PNA. Potency, µM (top dose mostly 46.1 µM), inactives show at the highest dose activation, actives largely listed as activators. 65,000 compounds, 0.06% hits; further: potency means the concentration at half of the fitted maximal effect; 0% is about no effect
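HeLa cells stably expressing EGFP interrupted by mutant beta-globin intron 2 (IVS2-654), 500/well in 2% FCS. Treated with compound for 2 days at 37C. Splicing correction scored as total well GFP intensity (488 nm excitation, 500-520 nm emission); 500 nM antisense PNA served as control.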
GFP derepression = epigenetic modulators derepressing GFP locus in mouse cells; 68,000 compounds, 0.09% hits; AID 597; mouse C127i GFP locus derepression, cytometry, 30 h; Potency, µM (titrated, usually from 46.1 µM), inactives show top-dose GFP derepression (activation); further: % of control where 0% means no effect
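Derepression screen: silenced CMV-GFP reporter in murine C127i cells, 30 h compound incubation at 37 C, washed cells imaged by laser-scanning cytometer to enumerate GFP-expressing objects of 20 to 120 um.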
BRCT inh red = inhibitors of human BRCA1 BRCT-phosphoprotein interaction (red fluorophore); P38398; AID 892; 75,000 compounds, 0.03% hits; BRCT-phosphopeptide binding, red fluorescence polarization; Potency, µM (titrated, usually from 76.9 µM), for inactives: at the highest dose activity change, negative = inhibition, most hits filed as inhibitors; further: on the % scale 0 is the no-effect control and ±100 the full control effect
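Fluorescence polarization: 100 nM His-tagged BRCA1 BRCT with 100 nM TAMRA-labelled phospho-BACH1 decapeptide, phosphate buffer pH 7.3 with 150 mM NaCl, DTT, 0.01% Tween 20; 12 min RT. Binding inhibition seen as FP decrease.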
CRE Fsk mod = CRE-bla signaling modulation under forskolin stimulation; CHO CRE-bla reporter (cAMP response element driving beta-lactamase), forskolin EC10, beta-lactamase ratio; Potency, µM (titrated, usually from 38.2 µM), for inactives: top-dose activity change, negative = inhibition, hits mostly activators; 71,000 compounds, 2.5% hits; active means well fitted activation curve with a large enough effect in the signal ratio, with a control signal flat, not every such curve was filed as active; inconclusive means small, poorly fitted or top-dose-only effect, or effect the other way, or a change in a side signal; the % refers to the signal ratio; further: potency means the concentration at half of the fitted maximal effect; % of control where 0% means no effect
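Cells were plated overnight at 37 °C, exposed to compound titrations plus EC10 NKH 477 for 3 h, then given CCF4 dye for 2 h at room temperature. Blue/green (460/530 nm) ratio was converted to %Activity and AC50 values calculated.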
Pol III holo inh = DNA polymerase III holoenzyme inhibition | reconstituted DNA polymerase III holoenzyme replication, biochemical | Potency, µM (highest dose often 57.1 µM), for inactives: at the highest dose activity change, negative = inhibition | 71,000 compounds, 0.25% hits; further: potency means the concentration at half of the fitted maximal effect; on the % scale 0 is the no-effect control and ±100 the full control effect
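Reconstituted *E. coli* holoenzyme (0.35 nM Pol III, 1 nM beta, 154 nM SSB, 2 nM primase) was preincubated with compound for 15 min at RT. Synthesis on 1.4 nM ssM13Gori ran 35 min, then was stopped with PicoGreen/EDTA and read as dsDNA fluorescence.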
4-MU autofl = compound fluoresces in the 4-MU spectral region; max dye-equivalent concentration, M; compound autofluorescence, 340/450 nm, 4-MU equivalents; hits give high values; 59,000 compounds, 11% hits; in the data active means max dye-equivalent concentration above about 10 nM; inconclusive means mostly about 1.1 nM to 9.6 nM
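Compounds in 100 mM Tris, pH 8.0, sat 15 min at room temperature before fluorescence was read at 340 nm excitation/450 nm emission; a per-plate six-point 4-MU standard curve converted signals to dye-equivalent concentration at each compound concentration.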
Ub-GFP proteasome = proteasome inhibitors stabilizing ubiquitin-GFP reporter; AID 526; 67,000 tested, under 10 active; Potency, µM (top dose mostly 45.9 µM), inactives show top-dose activation (GFP accumulation), actives largely listed as activators; Ubiquitin-GFP reporter cells, proteasome inhibition, GFP fluorescence; response scale: untreated = 0%, 10 µM MG-132 = 100%; active means well fitted activation curve with a large enough effect, not every such curve was filed as active; inconclusive means small, poorly fitted or top-dose-only effect, or another doubt; inactive means no such curve, though single readings can be large or run the other way; further: potency means the concentration at half of the fitted maximal effect
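U2OS cells stably expressing ubiquitin(G76V)-GFP, seeded overnight in 0.5% FBS medium, were exposed to compounds (qHTS, 46 uM to 2.9 nM) for 4 hr at 37 °C. GFP-positive cells were counted by laser cytometry (488 ex/515 em), normalized between basal and 10 uM MG-132.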
Active calls of the source: *; i = inactive; ? = inconclusive; . = not tested or not shown; [ ] = remark or other dose. Unless noted, the call rests on the fitted dose curve; in most records, active means well fitted curve in the direction sought with a large enough effect; inconclusive means small, poorly fitted or top-dose-only effect, or another doubt; inactive means no such curve, though single readings can be large; an effect the other way counts as inactive or inconclusive. No enrichment for hits. About 12% of those tested had a hit in this group.

SMILES | 15-hLO inh | BRCT PPI green | A350 autofl | Hsp90 Hop PPI | HBB splice mod | GFP derepression | BRCT inh red | CRE Fsk mod | Pol III holo inh | 4-MU autofl | Ub-GFP proteasome
O=C(COc1ccccc1)N1CCN(S(=O)(=O)Cc2ccccc2)CC1 | 10% | 4.0% | i | -3% | -2.9% | -1% | 1.1% | -4% | -10% | i | 5%
COC(=O)C1C(=O)c2c([nH]c(C(=O)OCCSC)c2C)CC1C (configuration not stated) | 3% | -1.2% | . | -2% | -1.3% | -2% | -1.0% | 25% | -3% | . | -3%
Cn1c(=O)c(=O)n(C)c2cc(S(=O)(=O)CCC(=O)N3CCOCC3)ccc21 | 1% | -1.1% | . | -5%[2.3 µM] | 1.4% | . | 0.8% | -3% | -6% | . | 12%
O=C1OC(N2CCN(C(=O)C3CCCO3)CC2)c2ccccc21 (configuration not stated) | -9% | -0.6% | 3e-07M* | -1% | -1.4%[57.5 µM] | 0% | 0.5% | 3% | -7% | 2.4e-07M* | -3%
CCc1ccc2c(CN3CCc4ccccc43)cc(=O)oc2c1 | -22% | -1.6% | i | 3% | -4.1% | -1% | 0.2% | 14% | -4% | i | 8%
COC(=O)c1sccc1NC(=O)CSc1nnnn1-c1ccccc1F | -6% | 1.1% | 2.4e-06M* | -3% | -1.6% | 0% | -0.4% | 26% | -2% | 1.9e-06M* | 2%
Cc1nnc(NC(=O)C2C3C=CC(O3)C2C(=O)O)s1 (configuration not stated) | 3% | -0.6% | i | -3% | -0.5% | 10% | 1.1% | 6% | 6% | i | -13%
O=C(CSc1nnc(-c2ccccc2)o1)N1CCN(c2ccccc2)CC1 | ? | 2.7% | 7.3e-08M* | 1% | 0.2% | 0% | 0.3% | 2% | -6% | 6.9e-08M* | -4%
O=C(Nc1ccccc1C(=O)NCc1ccccc1)c1ccco1 | 4% | -0.7% | ? | -3% | -0.5% | 0% | 0.6% | ? | 4% | i | -4%
O=S(=O)(c1ccc(Cl)s1)N1CCN(c2ncccn2)CC1 | 8% | 0.9% | i | -1% | -1.0% | 3% | -1.4% | 2% | -3% | i | -3%
Cc1nn(CC(=O)NC(C)c2ccccc2)c(=O)c2ccccc12 (configuration not stated) | 7% | -0.1% | ? | -1% | 7.5%[0.369 µM] | 4% | 1.5% | 2% | -4% | ? | -2%
CC(=O)Oc1cc(C(F)(F)F)ccc1C(=O)O | 12%[25.6 µM] | -1.5%[34.4 µM] | i | 5%[26 µM] | 0.1%[20.6 µM] | 0%[20.6 µM] | -0.4%[34.4 µM] | 1%[17.1 µM] | -2%[25.6 µM] | i | -1%[20.5 µM]
COc1ccc(-c2ccc(C(=S)N3CCN(C(C)=O)CC3)o2)cc1 | -26% | 0.9% | ? | -1% | -0.6% | ? | -1.1% | 5% | -6% | ? | -2%
COc1ccc2[nH]c(=O)c(CNC3CCCCC3)cc2c1 | ? | -3.5% | 8e-07M* | -6% | 5.4%[0.369 µM] | -2% | -0.3% | -17% | -4% | 5.8e-07M* | .
COc1ccc(-c2csc(C3=C(O)CN(Cc4ccc(S(N)(=O)=O)cc4)C3=N)n2)cc1OC | -11% | -0.8% | i | -7% | -3.8% | 1% | -2.7% | ? | -3% | i | 4%
COc1ccc(C(=O)Nc2ccc(S(=O)(=O)N3CCCCC3)cc2)cc1OC | -2% | 0.3% | i | -2% | -0.4% | 0% | -0.2% | ? | -4% | i | 4%
CN1CCOc2cc(S(=O)(=O)Nc3ccc(F)cc3)ccc21 | -10% | -1.3% | i | -7% | 0.8% | 1% | 1.0% | 1% | -1% | i | 10%
O=C(NCC1CC1)C1CCCN(S(=O)(=O)c2ccc(-n3cnnn3)cc2)C1 (configuration not stated) | 2% | -0.2% | i | -1% | . | 4% | -0.2% | 4% | 0% | i | 5%
Cc1cc(C)c(C#N)c(Oc2ccc(O)cc2)n1 | 4% | 3.6% | . | -1% | -0.8% | . | 0.6% | 2% | -10% | . | -11%
O=c1[nH]c2cc(Cl)cc(Cl)c2[nH]c1=O | -5% | 1.7% | 1e-08M* | -7% | . | 1% | 1.2% | ? | -9% | 1.2e-08M* | 2%
CCCOc1ccccc1C1CC(=O)Nc2cc3c(cc21)OCCO3 (configuration not stated) | -28% | 0.0% | i | -14% | -2.4% | 2% | -1.9% | 6.3µM* | -1% | i | 1%
O=C(NCCc1ccccc1)C1CC(c2ccccc2O)=NO1 (configuration not stated) | -17% | 1.2% | i | 1% | -0.1% | 2% | 0.2% | ? | -10% | i | 6%
COc1ccccc1NC(=O)c1ccccc1SC | -3% | -2.1% | 3.4e-08M* | -1% | 0.6% | -2% | 0.7% | -2% | -1% | 3.2e-08M* | 5%
Clc1ccc(OCCn2ccnc2)c(Cl)c1 | 15% | 1.3% | i | -4% | -0.6% | 0% | -0.1% | 8% | -6% | i | -1%
CCOc1ccc2nc(NC(=O)c3cnccn3)sc2c1 | 14% | -1.6% | i | 1% | 1.9%[57.5 µM] | 0% | 0.0% | 1% | -4% | i | 2%

Further structures follow:
SMILES | 15-hLO inh | BRCT PPI green | A350 autofl | Hsp90 Hop PPI | HBB splice mod | GFP derepression | BRCT inh red | CRE Fsk mod | Pol III holo inh | 4-MU autofl | Ub-GFP proteasome
O=C(CCN1C(=O)COc2ccccc21)NCc1cccnc1 | -5% | -2.9% | ? | 0% | -1.9%[57.5 µM] | 0% | 0.0% | 3% | -5% | ? | 1%
Cc1cccc(-n2c(SCC(N)=O)nnc2-c2ccccn2)c1C | 17% | -5.8% | i | ? | -5.2% | -1% | -0.6% | 8% | 0% | i | 0%
COc1ccccc1CNC(=O)CCCNS(=O)(=O)c1cccc2nsnc12 | -1% | -2.0% | ? | -1% | -1.5% | 2% | -2.3% | -12% | 0% | ? | -11%
CCOC(=O)C1=C(C)N=c2s/c(=C/c3ccco3)c(=O)n2C1c1cccc(OC)c1 (configuration not stated) | 16µM* | 15% | . | -27% | 0.7% | 4% | 2.4% | -3% | 2% | . | 5%
Cc1ccc(S(=O)(=O)N2CCC(C(=O)N[C@@H](C)C(=O)NCCc3ccccc3)CC2)cc1 | 1% | -2.8% | i | 2% | -1.9%[57.5 µM] | 0% | 0.5% | -14% | 3% | i | -2%
CCCn1c(N2CCN(CC(=O)c3c(C)n(C)c4ccccc34)CC2)nc2c1c(=O)[nH]c(=O)n2C | 2% | -1.4% | i | -1% | 0.2%[1.84 µM] | -2% | -0.9% | 7.9µM* | 0% | i | 0%
CCSc1nnc2c(n1)OC(c1ccc(C(=O)O)cc1)N(C(C)=O)c1ccccc1-2 (configuration not stated) | -20% | -2.9% | . | -9% | 0.2% | 0% | -0.5% | -7% | -2% | . | 11%
CCOC(=O)c1cccc(NC(=O)C(NS(=O)(=O)c2ccc3c(c2)CCN3C(C)=O)C(C)C)c1 (configuration not stated) | 5% | -1.9% | i | 2% | -2.9% | 0% | -1.6% | -3% | 0% | i | 4%
CCOc1ccc(C2CC(c3cccc(OC)c3OC)n3nnnc3N2)cc1Cl (configuration not stated) | -29% | -0.1% | i | -17% | -0.8% | 0% | -5.8% | ? | -6% | i | 2%
COc1cc2cc(C)c3nnc(SCC(N)=O)n3c2cc1OC | 4% | 0.3% | i | -11% | . | 0% | -0.3% | ? | -9% | i | 3%
CC1(C)CC(=O)C(C=NCCN2CCN(C(=O)NC34CC5CC(CC(C5)C3)C4)CC2)=C(O)C1 | 2% | 0.2% | . | -4% | -3.0% | 4% | -0.2% | 7% | 3% | . | -3%
Cc1cc(C)n(CC(=O)NC2CCCCC2)n1 | -1% | -0.5% | i | -3% | 1.0% | 1% | 0.6% | 3% | -3% | i | -2%
Cc1ccc2cccc(O)c2[n+]1[O-] | 5% | -8.6% | 1.6e-08M* | -6% | -3.4% | -1% | 0.6% | ? | -2% | 1.7e-08M* | -7%

Reprinted from the listing, 2 compounds:
SMILES | 15-hLO inh | BRCT PPI green | A350 autofl | Hsp90 Hop PPI | HBB splice mod | GFP derepression | BRCT inh red | CRE Fsk mod | Pol III holo inh | 4-MU autofl | Ub-GFP proteasome
COc1ccc(C(=O)Nc2ccc(S(=O)(=O)N3CCCCC3)cc2)cc1OC | -2% | 0.3% | i | -2% | -0.4% | 0% | -0.2% | ? | -4% | i | 4%
CN1CCOc2cc(S(=O)(=O)Nc3ccc(F)cc3)ccc21 | -10% | -1.3% | i | -7% | 0.8% | 1% | 1.0% | 1% | -1% | i | 10%
